tim10-1 inh – inhibits growth of tim10-1 mutant yeast; S. cerevisiae tim10-1 ts strain growth, BacTiter-Glo, 24 h; inhibition, % at 20 µM; 2.2% of 330,000 active; AID 463190;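 active means inhibition of at least 40%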;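 further: mutant grown at 25 °C; 0% = DMSO wells with yeast and 100% = wells holding no yeast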
APJ antagonist – blocks the human apelin receptor APJ | P35414 | CHO-K1 APJ beta-arrestin complementation, luminescence | inhibition, % at 20 µM | 0.32% of 330,000 active | AID 2521;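 active means inhibition above about 40% at 20 µM, limit read from the data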;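 further: cells challenged with 10 nM apelin-13 agonist together with compound; plate controls were apelin-13 plus DMSO wells for no effect and DMSO wells lacking apelin-13 for full effect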
Target sequence (P35414 whole entry, looked up): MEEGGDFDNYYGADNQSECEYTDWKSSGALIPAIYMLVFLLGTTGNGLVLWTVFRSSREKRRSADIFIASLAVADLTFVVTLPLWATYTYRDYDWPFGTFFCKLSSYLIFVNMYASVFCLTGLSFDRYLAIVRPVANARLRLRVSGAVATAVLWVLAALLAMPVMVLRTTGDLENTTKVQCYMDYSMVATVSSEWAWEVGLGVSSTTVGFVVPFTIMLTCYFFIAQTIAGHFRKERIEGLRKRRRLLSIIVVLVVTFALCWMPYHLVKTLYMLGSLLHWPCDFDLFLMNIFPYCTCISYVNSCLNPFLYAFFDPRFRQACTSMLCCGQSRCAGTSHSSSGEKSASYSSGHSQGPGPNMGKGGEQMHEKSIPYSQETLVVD
NR3A LBD binder – modulates the human NR3A ligand-binding domain. NR3A LBD differential scanning fluorimetry, Tm shift; 0% = protein alone, 100% = glycine-bound protein. 2.5% of 340,000 active. Tm shift relative to glycine control, % at 25 µM. AID 1259313;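 active means melting temperature shift of at least 10% of the positive control shift, at one fixed dose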
MPTP block – permeability transition pore inhibition. AID 602449. isolated mouse mitochondria, Ca2+ swelling absorbance, 30 min. 1.4% of 360,000 active. inhibition, % at 10 µM;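 active means inhibition of 50% or more, scaled per plate between neutral and stimulator controls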;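 further: 0% = DMSO wells given calcium and 100% = 1 mM EGTA wells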
APJ agonist – APJ receptor agonism; activation, % at 20 µM; CHO-K1 APJ PathHunter beta-arrestin, luminescence; 0% DMSO wells, 100% apelin; AID 2520; 0.11% of 330,000 active;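 active means activation more than six SD over the plate average, tested at 20 µM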;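 further: 0% = DMSO alone and 100% = apelin-13 at 10 nM; some results filed as inactive read as strong as hits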
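Material: CHO-K1 APJ beta-arrestin complementation cell line; Input: cell density 1000 per well; Incubation: compound stimulation 90 min at 25 °C, detection 60 min; Signal: luminescence from split beta-galactosidase complementation, Galacton Star/Emerald II substrate; Controls: DMSO-only wells as negative, 10 nM Apelin-13 as positive control.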
TIM10 inh – inhibits growth of TIM10 yeast strain; 1.4% of 330,000 active; S. cerevisiae TIM10 strain growth, BacTiter-Glo luminescence, 24 h; inhibition, % at 10 µM; AID 463195;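 active means inhibition of 40% or more at the single tested concentration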;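 further: wild-type TIM10 isogenic control strain grown at permissive 25 °C; 0% = DMSO yeast wells and 100% = minimal medium wells without yeast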
NALP3 yeast inh – NALP3 inhibition in yeast | Yeast reconstituted NLRP3/ASC/caspase-1, beta-gal luminescence, 24 h | 0.39% of 330,000 active | inhibition, % at 10 µM | AID 2825;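 active means inhibition of 50% or more; inactive means inhibition below 50%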;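 further: plate controls were induced DMSO wells for no effect and uninduced yeast grown without galactose for full effect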
MIN6 prolif – induces beta-cell replication in MIN6 cells; MIN6 cells proliferation, ATPlite luminescence, 48 h; cells starved in 0.2% serum; 100% = growth in 10% serum; proliferation, % at 10 µM; 0.29% of 330,000 active;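 active means compounds whose signal lies at least 3.5 SD above the mean of all wells on their plate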;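 further: 0% = DMSO-treated cells in low-serum medium and 100% = 10% serum control; some compounds called inactive have numbers as strong as hits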
tim23-1 inh – tim23-1 yeast growth inhibition. S. cerevisiae tim23-1 growth, BacTiter-Glo luminescence, 24 h. AID 463212. 1.3% of 330,000 active. inhibition, % at 20 µM;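 active means growth inhibition of the mutant yeast at or above 50%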;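 further: temperature-sensitive mutant grown at 25 °C; plate controls were DMSO-treated mutant yeast for no effect and medium wells lacking yeast for full effect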
Numbers without * were called inactive.

Screening CCOc1cc(/C=C(\C#N)C(=O)Nc2cccc(C(=O)O)c2)ccc1OCc1ccc(Br)cc1 returned tim10-1 inh 18.3, APJ antagonist 5.8, NR3A LBD binder 2.4, MPTP block 1.3, APJ agonist 3.0, TIM10 inh 15.3, NALP3 yeast inh 10.9, MIN6 prolif -1.0 and tim23-1 inh 12.6.
CC(=O)Nc1ccc(S(=O)(=O)Nc2nc3nc(-c4ccccc4)cc(-c4ccccc4)n3n2)cc1 was read as tim10-1 inh 23.0, APJ antagonist -10.8, NR3A LBD binder -27.2, MPTP block 1.2, APJ agonist 1.4, TIM10 inh 3.7, NALP3 yeast inh 27.9, MIN6 prolif -1.2 and tim23-1 inh 25.4.
`CCC(=O)Nc1cccc(NC(=O)CSc2nnnn2C2CCCC2)c1` gave tim10-1 inh -4.4, APJ antagonist 8.8, NR3A LBD binder 2.2, MPTP block -0.6, APJ agonist -5.8, TIM10 inh -9.6, NALP3 yeast inh 11.2, MIN6 prolif 0.5 and tim23-1 inh 3.2.
Screening COc1ccc(Cl)cc1NS(=O)(=O)c1cc(Br)cnc1N returned tim10-1 inh 16.3, APJ antagonist 7.6, NR3A LBD binder -0.2, MPTP block 2.9, APJ agonist 0.8, TIM10 inh 13.2, NALP3 yeast inh 10.3, MIN6 prolif -3.0 and tim23-1 inh 34.7.
Screening Cc1ccccc1-c1nc(CS(=O)(=O)CC(=O)N2CCN(C)CC2)c(C)o1 returned tim10-1 inh 8.3, APJ antagonist -20.2, NR3A LBD binder 0.4, MPTP block 0.2, APJ agonist -2.7, TIM10 inh 7.7, NALP3 yeast inh 17.0, MIN6 prolif -5.3 and tim23-1 inh 4.4.
`Cc1cc(=O)n2[nH]c(SCc3ccc(Cl)cc3)nc2n1` gave tim10-1 inh 2.6, APJ antagonist 3.7, NR3A LBD binder 1.9, MPTP block 1.7, APJ agonist -0.2, TIM10 inh 10.2, NALP3 yeast inh 16.2, MIN6 prolif -2.1 and tim23-1 inh 4.4.
O=C(COc1cccnc1[N+](=O)[O-])Nc1cccc2ccccc12 was read as tim10-1 inh 20.2, APJ antagonist 3.6, NR3A LBD binder 0.4, MPTP block 0.1, APJ agonist -1.5, TIM10 inh 6.3, NALP3 yeast inh 16.9, MIN6 prolif -2.6 and tim23-1 inh 24.1.
`COc1ccc(C2(C(=O)Nc3ccc(C(=O)O)cc3)CCOCC2)cc1` gave tim10-1 inh 2.2, APJ antagonist 1.9, NR3A LBD binder -3.6, MPTP block -1.0, APJ agonist 2.2, TIM10 inh 10.3, NALP3 yeast inh 10.5, MIN6 prolif -4.3 and tim23-1 inh -2.0.
`CCOC(=O)C(=Cc1ccc(-n2cncn2)cc1)C(=O)OCC` gave tim10-1 inh 62.4*, APJ antagonist 32.3, NR3A LBD binder -2.2, MPTP block 0.4, APJ agonist -5.0, TIM10 inh 67.3*, NALP3 yeast inh 50.2*, MIN6 prolif 0.0 and tim23-1 inh 51.8*.
`Cc1ccc(OCCCC(=O)N2CCOCC2)c(C)c1` gave tim10-1 inh -1.6, APJ antagonist -8.5, NR3A LBD binder 0.3, MPTP block -4.0, APJ agonist 1.1, TIM10 inh -17.0, NALP3 yeast inh 27.7, MIN6 prolif -2.6 and tim23-1 inh 0.6.
`Cc1cc(S(=O)(=O)N2CCN(Cc3ccccc3)CC2)c(C)s1` gave tim10-1 inh 29.9, APJ antagonist -53.2, NR3A LBD binder -1.0, MPTP block -0.6, APJ agonist -1.8, TIM10 inh 8.5, NALP3 yeast inh 16.6, MIN6 prolif 0.8 and tim23-1 inh 19.6.
`O=C(CSc1nc(C2CCCCC2)nc2ccccc12)NCc1ccc2c(c1)OCO2` gave tim10-1 inh 24.4, APJ antagonist 2.7, NR3A LBD binder -0.3, MPTP block 5.2, APJ agonist -3.3, TIM10 inh 23.1, NALP3 yeast inh -7.8, MIN6 prolif 0.3 and tim23-1 inh 7.4.
Screening NS(=O)(=O)c1ccc(NC(=O)Nc2cccc(Cl)c2)cc1 returned tim10-1 inh 4.3, APJ antagonist -17.1, NR3A LBD binder 33.1*, MPTP block 1.7, APJ agonist 0.8, TIM10 inh 4.3, NALP3 yeast inh 11.8, MIN6 prolif -0.6 and tim23-1 inh 7.7.
`CN1CCN(C(=O)CCN2C(=O)/C(=C/c3cccc(Br)c3)SC2=S)CC1` gave tim10-1 inh 24.6, APJ antagonist 12.2, NR3A LBD binder -0.6, MPTP block 3.6, APJ agonist 1.8, TIM10 inh 16.1, NALP3 yeast inh 26.0, MIN6 prolif -3.0 and tim23-1 inh 35.0.
Screening O=C(NCc1ccccc1)C1CCCN1S(=O)(=O)c1cccc2cccnc12 (stereo not drawn) returned tim10-1 inh -9.2, APJ antagonist -6.3, NR3A LBD binder -2.5, MPTP block -0.3, APJ agonist -5.7, TIM10 inh 8.8, NALP3 yeast inh -2.0, MIN6 prolif 3.9 and tim23-1 inh 11.7.
CCCCN(C(=O)c1ccc(NC2CC2)c([N+](=O)[O-])c1)c1c(N)n(CC(C)C)c(=O)[nH]c1=O was read as tim10-1 inh 15.1, APJ antagonist -4.5, NR3A LBD binder 4.5, MPTP block 0.0, APJ agonist -1.6, TIM10 inh 16.5, NALP3 yeast inh 11.2, MIN6 prolif 5.8 and tim23-1 inh 38.9.
Screening O=C(c1ccc(S(=O)(=O)N2CCCC2)cc1)N1CCCC(C(F)(F)F)C1 (stereo not drawn) returned tim10-1 inh -4.3, APJ antagonist 27.7, NR3A LBD binder 1.8, MPTP block -1.0, APJ agonist -1.0, TIM10 inh 7.7, NALP3 yeast inh 9.5, MIN6 prolif -1.3 and tim23-1 inh 10.4.
`COc1ccc(C=O)cc1CN1C(=O)c2ccccc2C1=O` gave tim10-1 inh 15.7, APJ antagonist -1.7, NR3A LBD binder -1.2, MPTP block -0.4, APJ agonist -2.7, TIM10 inh 5.4, NALP3 yeast inh 11.0, MIN6 prolif -3.4 and tim23-1 inh 14.0.
For CC(=O)Nc1cc(N=Cc2ccc(O)cc2O)c(Cl)cc1Cl the results were tim10-1 inh 22.2, APJ antagonist -2.6, NR3A LBD binder -14.2, MPTP block 0.3, APJ agonist 0.0, TIM10 inh 9.8, NALP3 yeast inh 14.7, MIN6 prolif -2.7 and tim23-1 inh 14.0.
For COc1cc2c3nnc(-c4ccc(F)cc4)c-3cn(Cc3cccc(F)c3)c2cc1OC the results were tim10-1 inh 10.1, APJ antagonist 18.4, NR3A LBD binder 1.1, MPTP block 3.3, APJ agonist -1.8, TIM10 inh -2.3, NALP3 yeast inh -3.0, MIN6 prolif -6.0 and tim23-1 inh -16.8.
COc1ccc(CCNC(=O)c2cc3c(=O)n4cccc(C)c4nc3n(CCCN3CCOCC3)c2=N)cc1 was read as tim10-1 inh 16.9, APJ antagonist -6.1, NR3A LBD binder 1.2, MPTP block -0.8, APJ agonist -4.3, TIM10 inh -15.0, NALP3 yeast inh 7.3, MIN6 prolif -3.6 and tim23-1 inh -2.8.
Screening CCOC(=O)CN1C2=NCCN2c2ccccc21 returned tim10-1 inh -9.3, APJ antagonist 12.3, NR3A LBD binder 0.1, MPTP block -2.1, APJ agonist -3.6, TIM10 inh 2.4, NALP3 yeast inh 3.5, MIN6 prolif -0.9 and tim23-1 inh -4.5.
Screening CCOC(=O)C1(CC2CCCCO2)CCN(C(=O)Nc2ccc(SC)cc2)CC1 (stereo not drawn) returned tim10-1 inh 5.8, APJ antagonist 7.7, NR3A LBD binder -8.2, MPTP block -0.6, APJ agonist -3.6, TIM10 inh 9.5, NALP3 yeast inh 7.8, MIN6 prolif 1.1 and tim23-1 inh 14.2.
`CCCCN(CCCC)C(=O)c1nsnc1-c1ccccc1O` gave tim10-1 inh 32.2, APJ antagonist -2.3, NR3A LBD binder -1.3, MPTP block -0.1, APJ agonist -3.2, TIM10 inh 33.8, NALP3 yeast inh -15.1, MIN6 prolif -1.3 and tim23-1 inh 46.1.

Copied from the listing (two entries):
Screening NS(=O)(=O)c1ccc(NC(=O)Nc2cccc(Cl)c2)cc1 returned tim10-1 inh 4.3, APJ antagonist -17.1, NR3A LBD binder 33.1*, MPTP block 1.7, APJ agonist 0.8, TIM10 inh 4.3, NALP3 yeast inh 11.8, MIN6 prolif -0.6 and tim23-1 inh 7.7.
`CN1CCN(C(=O)CCN2C(=O)/C(=C/c3cccc(Br)c3)SC2=S)CC1` gave tim10-1 inh 24.6, APJ antagonist 12.2, NR3A LBD binder -0.6, MPTP block 3.6, APJ agonist 1.8, TIM10 inh 16.1, NALP3 yeast inh 26.0, MIN6 prolif -3.0 and tim23-1 inh 35.0.

Continued.
`Cc1cc(C(=O)CSc2nc(N)cc(=O)[nH]2)c(C)n1CC1CCCO1` (stereo not drawn) gave tim10-1 inh -0.4, APJ antagonist 2.6, NR3A LBD binder 0.9, MPTP block 0.3, APJ agonist -8.1, TIM10 inh -4.1, NALP3 yeast inh 2.3, MIN6 prolif -1.1 and tim23-1 inh 1.9.
NS(=O)(=O)c1ccc(CNC(=O)CSc2ccccc2)cc1 was read as tim10-1 inh 8.3, APJ antagonist 7.8, NR3A LBD binder -0.2, MPTP block -0.5, APJ agonist -1.7, TIM10 inh 10.9, NALP3 yeast inh 15.9, MIN6 prolif 0.3 and tim23-1 inh -1.6.
`CCN(CCCNC(=O)c1cc2c(-c3cccc(OC)c3)nn(C)c2s1)Cc1ccccc1` gave tim10-1 inh 39.7, APJ antagonist -7.0, NR3A LBD binder -2.3, MPTP block -1.0, APJ agonist 1.4, TIM10 inh 4.2, NALP3 yeast inh 24.2, MIN6 prolif -5.2 and tim23-1 inh 18.7.
Screening O=C(NC(=S)N1CCN(c2ccc([N+](=O)[O-])cc2)CC1)c1ccc(F)cc1 returned tim10-1 inh 16.2, APJ antagonist 6.7, NR3A LBD binder -1.1, MPTP block 2.2, APJ agonist 0.8, TIM10 inh -4.0, NALP3 yeast inh 17.1, MIN6 prolif -1.9 and tim23-1 inh 27.5.
Screening CSCc1cc(N(C)C)nc(SCc2ccc(Cl)c(Cl)c2)n1 returned tim10-1 inh 15.3, APJ antagonist -3.0, NR3A LBD binder -6.3, MPTP block 2.5, APJ agonist -2.6, TIM10 inh 19.9, NALP3 yeast inh 17.5, MIN6 prolif -4.5 and tim23-1 inh 17.1.
Screening CCN(CC)S(=O)(=O)c1cccc(NC(=O)c2ccc(-n3nc(C)cc3C)cc2)c1 returned tim10-1 inh 26.4, APJ antagonist 3.0, NR3A LBD binder -18.5, MPTP block 6.9, APJ agonist 6.6, TIM10 inh 26.1, NALP3 yeast inh 11.6, MIN6 prolif -1.8 and tim23-1 inh 29.7.
Screening COc1ccc(-n2nnnc2S(=O)(=O)CC(=O)N2CCCCC2)cc1 returned tim10-1 inh 35.4, APJ antagonist 25.1, NR3A LBD binder 0.6, MPTP block -1.6, APJ agonist -0.7, TIM10 inh 23.4, NALP3 yeast inh 56.8*, MIN6 prolif -6.2 and tim23-1 inh 28.0.
Cc1cccc(-c2nc3c(c(SCC(=O)N4CCOCC4)n2)Cc2c(CO)cnc(C)c2O3)c1 was read as tim10-1 inh 2.8, APJ antagonist -34.3, NR3A LBD binder -3.4, MPTP block -1.7, APJ agonist 7.8, TIM10 inh -5.1, NALP3 yeast inh 10.4, MIN6 prolif -3.4 and tim23-1 inh -11.8.
Screening Cn1c(SCc2ccccc2[N+](=O)[O-])nnc1-c1cccnc1 returned tim10-1 inh 11.0, APJ antagonist -13.2, NR3A LBD binder -0.9, MPTP block 0.3, APJ agonist -2.0, TIM10 inh 6.9, NALP3 yeast inh 0.2, MIN6 prolif -0.2 and tim23-1 inh 3.1.
O=C(NCCCn1ccnc1)/C(=C\c1cccs1)NC(=O)c1ccco1 was read as tim10-1 inh 3.0, APJ antagonist -3.0, NR3A LBD binder 0.2, MPTP block 0.3, APJ agonist -1.7, TIM10 inh -6.7, NALP3 yeast inh 2.4, MIN6 prolif -1.1 and tim23-1 inh 5.9.

High-throughput results (PubChem BioAssay)
